# Screening data from PubChem BioAssay.
# HCMV antiviral – inhibitors of human cytomegalovirus; HFF cells, HCMV-luciferase reporter, 72 h; stronger effect = lower value; activity change, negative = inhibition, % at 57.5 µM; 410,000 compounds, 4.5% hits; AID 1259415; in the data active = activity change below about -60%; inconclusive = no clear call, values can overlap the other calls; inactive = above about -39%
#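 Two compound doses tested in HFFs infected with HCMV-luciferase, MOI 1 PFU/cell, 72 h at 37C. Lysate luminescence read with OneGlo; data normalized against buffer-only and 10uM Salinomycin inhibitor controls.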
# AMA1-RON2 inh – disrupts binding of P. falciparum AMA1 to RON2; Potency, µM (doses to about 58.2 µM), inactives show at the highest dose activity change, negative = inhibition, actives largely listed as inhibitors; AID 720542; AlphaScreen AMA1-biotinylated RON2 peptide binding; 360,000 compounds, 0.2% hits;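 note: potency is the fitted concentration of half-maximal effect; 0% = vehicle wells and -100% = peptide control; nearly all actives have a fitted effect of over 45% in size; some results filed as inactive show a strong effect at the top dose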
#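 AMA1 (3D7) with his tag at 25 nM final met compounds first, then biotinylated RON2 peptide at 25 nM; detection used donor plus acceptor beads, 10 µg/mL apiece, read by AlphaScreen after 30 min at room temperature.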
# LmPK inh – inhibitors of Leishmania mexicana pyruvate kinase | Q27686 | purified LmPK, Kinase-Glo ATP luminescence, 1 h | Potency, µM (doses to about 57.5 µM), for inactives: top-dose activity change, negative = inhibition, actives largely listed as inhibitors | 290,000 compounds, 0.37% hits | AID 1721; note: potency is the fitted concentration of half-maximal effect
# Target sequence (Q27686 whole entry, looked up): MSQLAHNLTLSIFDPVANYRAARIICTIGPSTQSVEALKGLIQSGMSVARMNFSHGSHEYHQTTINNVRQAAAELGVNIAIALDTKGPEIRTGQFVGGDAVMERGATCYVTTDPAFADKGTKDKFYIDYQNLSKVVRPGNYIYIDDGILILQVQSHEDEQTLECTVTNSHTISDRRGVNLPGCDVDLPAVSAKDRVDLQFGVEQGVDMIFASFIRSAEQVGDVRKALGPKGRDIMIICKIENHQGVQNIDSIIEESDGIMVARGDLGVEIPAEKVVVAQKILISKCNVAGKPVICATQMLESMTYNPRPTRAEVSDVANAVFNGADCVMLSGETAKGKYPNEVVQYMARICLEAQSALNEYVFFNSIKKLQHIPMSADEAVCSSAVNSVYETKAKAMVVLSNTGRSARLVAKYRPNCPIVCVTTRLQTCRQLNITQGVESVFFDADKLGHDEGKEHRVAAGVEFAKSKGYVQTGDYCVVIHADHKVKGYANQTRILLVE
#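 Screened at intermediate enzyme activity to detect both inhibitors and activators: LmPK at 0.1 nM, with a 0.5 nM enzyme column as activation reference. PEP 0.5 mM, ADP 0.1 mM; ATP detected by luminescence after 1 h.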
# AmpC detergent – AmpC beta-lactamase inhibition with detergent present; P00811; AmpC hydrolysis of nitrocefin, absorbance 480 nm, 0.01% Triton; Potency, µM (titrated, usually from 114 µM), for the others: at the highest dose activity change, negative = inhibition, usual class: inhibitors; 370,000 compounds, 0.041% hits; AID 485294;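 note: potency is the fitted concentration of half-maximal effect; 0% = no-compound wells and -100% = no-enzyme wells; nearly all actives have a fitted effect of over 25% in size; some results filed as inactive show a strong effect at the top dose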
# Target sequence (P00811 whole entry, looked up): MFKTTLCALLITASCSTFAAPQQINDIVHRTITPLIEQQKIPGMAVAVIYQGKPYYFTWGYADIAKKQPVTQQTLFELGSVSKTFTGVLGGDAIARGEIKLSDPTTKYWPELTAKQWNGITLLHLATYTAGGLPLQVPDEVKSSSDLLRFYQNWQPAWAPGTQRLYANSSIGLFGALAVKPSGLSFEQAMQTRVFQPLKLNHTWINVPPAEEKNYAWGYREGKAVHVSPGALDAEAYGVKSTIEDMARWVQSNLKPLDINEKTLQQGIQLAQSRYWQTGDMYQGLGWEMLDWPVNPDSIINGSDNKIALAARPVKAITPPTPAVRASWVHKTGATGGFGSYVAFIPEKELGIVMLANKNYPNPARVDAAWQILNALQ
#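 AmpC (5.3 nM in the dispensed reagent) in 20 mM phosphate pH 7.0 with 0.01% (detergent screen) or 0.0001% Triton X-100 was preincubated with compounds for 15 min at room temperature. Nitrocefin was then added from an 800 uM solution, and hydrolysis was followed at 480 nm.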
# AmpC no deterg – inhibitors of E. coli AmpC beta-lactamase without detergent | P00811 | AmpC nitrocefin hydrolysis, absorbance 480 nm, 0.0001% Triton | Potency, µM (titrated, usually from 57.1 µM), without a hit: at the highest dose activity change, negative = inhibition, hits mostly inhibitors | 330,000 compounds, 0.52% hits | AID 485341;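 note: potency is the fitted concentration of half-maximal effect; plate controls were no compound for no effect and no enzyme for full effect; nearly all actives have a fitted effect of over 20% in size; some results filed as inactive show a strong effect at the top dose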
#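 AmpC (5.3 nM in the dispensed reagent) in 20 mM phosphate pH 7.0 with 0.01% (detergent screen) or 0.0001% Triton X-100 was preincubated with compounds for 15 min at room temperature. Nitrocefin was then added from an 800 uM solution, and hydrolysis was followed at 480 nm.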
# HCV inh – blocks hepatitis C virus | Huh7.5.1 HCVcc-Cre infection, luciferase reporter, 44 h | Potency, µM (top dose mostly 41.8 µM), for inactives: at the top dose activity change, negative = inhibition, usual class: inhibitors | 340,000 compounds, 3.4% hits; note: potency is the fitted concentration of half-maximal effect
#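 After 44 h co-culture of compound, cells and HCVcc-Cre (~0.5 moi), substrate is added for 15 min at room temperature and luciferase measured over 15 sec. Cells were seeded at 1,000/well and pre-cultured 4 h.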
# TbPYK inhibitor – inhibitors of Trypanosoma brucei pyruvate kinase; Q57TT1; TbPYK enzyme, Kinase-Glo Plus ATP luminescence, 45 min; Potency, µM (titrated, usually from 76.8 µM), inactives show at the top dose activity, negative = inhibition, usual class: inhibitors; 410,000 compounds, 0.12% hits; note: potency is the fitted concentration of half-maximal effect; nearly all actives have a fitted effect of over 50% in size
#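 Screened from lowest to highest concentration, compounds were pinned into TbPYK/substrate mixtures, and ADP (130 uM final) was added. Plates sat at room temperature for 45 min prior to Kinase-Glo Plus detection by luminescence.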
# Starred values were filed as active, the others as inactive; ? = inconclusive; · = no result given; [ ] = another dose, or the depositor's remark. Unless noted, calls come from the whole dose curve; as a rule, active = well fitted curve in the direction sought with a large enough effect; inconclusive = small, poorly fitted or top-dose-only effect, or another doubt; inactive = no such curve, though single readings can be large; an effect the other way counts as inactive or inconclusive. Unless noted, % is set by controls: 0 for no effect and ±100 for the full control effect.
# Start of the data: the first six records as a preview:
SMILES,HCMV antiviral,AMA1-RON2 inh,LmPK inh,AmpC detergent,AmpC no deterg,HCV inh,TbPYK inhibitor
O=C(CCl)NCCN1C(=O)S/C(=C\c2cccnc2)C1=O,-77*,50%[activator],-14%,-8%,1%,-14%,6%
Oc1cccc2c(NC(=S)Nc3ccc(SC(F)F)cc3)cccc12,40,29%,3%,-4%,-49%,6%,-4%
COc1ccc(CCNC(=O)c2cccc3ccccc23)cc1OC,-11,-5%,1%,3%,-3%,-6%,0%
COc1ccc(C2C(C(=O)c3ccc(C)o3)=C(O)C(=O)N2CC2CCCO2)cc1OC (stereo not drawn),0,-3%,-2%,-6%,-2%,21%,2%
Cc1cc(C)nc(SCc2ccc(C(=O)N/N=C/c3ccc(C(=O)O)cc3)cc2)n1,16,-3%,-2%,2%,-32%,-7%,1%
CCOc1ccccc1CNC(=O)CCCN1C(=O)COc2ccc(C)cc21,-14,·,·,-7%,·,·,-1%

# The list itself, repeating the preview:
SMILES,HCMV antiviral,AMA1-RON2 inh,LmPK inh,AmpC detergent,AmpC no deterg,HCV inh,TbPYK inhibitor
O=C(CCl)NCCN1C(=O)S/C(=C\c2cccnc2)C1=O,-77*,50%[activator],-14%,-8%,1%,-14%,6%
Oc1cccc2c(NC(=S)Nc3ccc(SC(F)F)cc3)cccc12,40,29%,3%,-4%,-49%,6%,-4%
COc1ccc(CCNC(=O)c2cccc3ccccc23)cc1OC,-11,-5%,1%,3%,-3%,-6%,0%
COc1ccc(C2C(C(=O)c3ccc(C)o3)=C(O)C(=O)N2CC2CCCO2)cc1OC (stereo not drawn),0,-3%,-2%,-6%,-2%,21%,2%
Cc1cc(C)nc(SCc2ccc(C(=O)N/N=C/c3ccc(C(=O)O)cc3)cc2)n1,16,-3%,-2%,2%,-32%,-7%,1%
CCOc1ccccc1CNC(=O)CCCN1C(=O)COc2ccc(C)cc21,-14,·,·,-7%,·,·,-1%
Cc1ccc(NC(=O)CSCC(=O)OC(C)C(=O)Nc2ccccc2C)cc1 (stereo not drawn),11,2%,·,-6%,-9%,8%,-4%
CC(NS(=O)(=O)c1ccc([N+](=O)[O-])cc1)C(=O)NN (stereo not drawn),-19,38%[activator],-1%,-8%,-23%,3%,0%
COc1ccc(Nc2cc(C)nc3ncnn23)cc1Cl,90,8%,-2%,1%,-3%,8%,-14%
CCOc1cc(/C=N/NC(=O)CN2CCCCC2)ccc1O,0,14%,5%,8%,-7%,0%,-2%
S=P(N1CCOCC1)(N1CC1)N1CC1,0,-2%,·,·,·,3%,4%
COc1ccc(C(=O)C2CCCN(C(=O)c3cccnc3OC)C2)cc1F (stereo not drawn),-14,2%,-1%,-4%,26%,3%,6%
Cc1cc(NS(=O)(=O)c2ccc(NC(=O)Cc3cccs3)cc2)no1,-2,-1%,-2%,?,-29%,2%,-2%
CC[N+](CC)(CCCCS(=O)(=O)[O-])CCNP1(=O)C=C(c2ccccc2)OC(c2ccccc2)=C1,-70*,8%,2%,10%,18%,7%,2%
CCc1ccc(NC(=O)C2CCN(S(=O)(=O)c3cccs3)CC2)cc1,-65*,15%,-1%,-2%,-37%,4.5µM*,6%
COc1ccccc1/C=C/C=N/NC(=O)c1ccncc1,0,132%[activator],4%,-7%,-18%,4%,1%
COCCCNC(=O)c1ccc2c(=O)n(Cc3ccccc3OC)c(=S)[nH]c2c1,-4,39%[activator],0%,0%,1%,?,-6%
CCN(C(=O)COC(=O)c1ccccc1NCc1ccco1)c1c(N)n(Cc2ccccc2)c(=O)[nH]c1=O,0,0%,·,·,·,-20%,2%
CC(=O)N1Cc2cc(C(=O)NCC(F)(F)F)nc(-c3cccc(-c4cccnc4)c3)c2[C@@H]1CCO,-81*,-16%,·,·,·,·,2%
CCOc1ccc(NC(=O)CSC2=NN3CCCC(=O)N=C3S2)cc1,-9,1%,4%,-5%,-7%,-20%,-3%
CC(=O)N(c1ccccc1)c1nc(/C=C/C(=O)O)cs1,-38,229%[activator],-1%,-6%,-11%,8%,5%
Cc1ccc(-n2c(O)c(C=NCc3cccnc3)c(=O)[nH]c2=O)cc1C,-28,5%,-4%,-1%,-33%,22%,-5%
CC(=O)N1CCN(S(=O)(=O)c2cccc(C(=O)NNC(=O)c3ccc(Br)cc3)c2)CC1,8,12%,·,·,·,4%,1%
CC(C)C[C@H]1CN(CCCC[C@@H]2CNC(=O)C(=O)N2Cc2ccccc2)C(=O)C(=O)N1CCc1ccc(O)cc1,3,5%,·,·,·,·,0%
CCc1c(C)nc(N)n2c(SCC(=O)Nc3ccccc3OC)nnc12,2,6%,-2%,-16%,-13%,26%,-1%
SMILES,HCMV antiviral,AMA1-RON2 inh,LmPK inh,AmpC detergent,AmpC no deterg,HCV inh,TbPYK inhibitor
Cc1nn(-c2ccccc2)c2c1C(c1cccc([N+](=O)[O-])c1)N(c1ccccc1)C(=O)N2 (stereo not drawn),-9,8%[11.6 µM],-1%,-14%,-28%,4%,1%
C[C@H](O)[C@@H]1C(=O)N2CCc3c([nH]c4ccccc34)[C@@H]2C[C@@H]1N(C)C(=O)Nc1ccccc1,36,0%,·,·,·,·,-6%
C=CCN1CC(C)/C(=N\O)CC1C (stereo not drawn),-6,-12%,-3%,-2%,0%,2%,5%
CCOc1ncccc1C(=O)N1CCN(S(=O)(=O)c2ccc3ccccc3c2)CC1,-34,-9%,9%,3%,80%[activator],25%,1%
O=C(c1cc(O)c(O)c([N+](=O)[O-])c1)c1ccccc1F,?,68%[activator],·,?,-42%,?,2%
Cn1cccc1C(=O)OCc1cc(Cl)cc2c1OCOC2,64,-21%,-11%,-1%,-35%,-15%,1%
COc1ccc(C(=O)CSc2nc3nn(-c4ccccc4)c(=O)c-3c3n2CCCCC3)c(OC)c1,?,-6%,·,·,·,·,-11%
CNc1cncc(-c2cccnc2)n1,48,7%,·,·,·,·,1%
CC(C)(C)OC(=O)NCCC(=O)N/N=C/c1ccc2nccnc2c1,8,5%,-1%,-8%,-12%,2%,0%
C[C@H](CO)N1C[C@H](C)[C@@H](CN(C)C(=O)Nc2ccc(C(F)(F)F)cc2)Oc2c(NC(=O)Nc3ccc(C(F)(F)F)cc3)cccc2C1=O,-28,7%,·,·,154%[activator],?,0%
Cc1cccc(N2CCN(C(=O)c3ccc4c(c3)NC(=O)C(CSCc3ccc(F)cc3)N4)CC2C)c1 (stereo not drawn),·,·,0%,?,-16%,·,·
COC(=O)C1=C(c2c(C)noc2C)C[C@@H]2CC[C@H]1N2C(=O)NCc1ccc(C(F)(F)F)cc1,19,21%,·,1%,36%,?,2%
Cn1c(/C(C#N)=C2/CCCCCN2)nc2ccccc21,-40,-4%,1%,-6%,-6%,-27%,6%
O=C(O)/C(=C\c1ccco1)NC(=O)c1ccco1,-31,-13%,12%,?,-9%,10%,0%
Cn1c(=O)[nH]c(=O)c2c1nc(N1CCOCC1)n2CCc1ccccc1,-14,-10%,-3%,10%,0%,7%,-2%
O=S1(=O)CC(N2CCCC2)CN1Cc1ccccc1 (stereo not drawn),-1,7%,·,·,·,·,5%
COc1ccc(C(NC(=O)c2ccccc2F)NC(=O)c2ccccc2F)cc1,-13,9%,2%,-13%,-22%,?,-2%
COc1ccc2c(c1)-c1c(sn(-c3ccc(OC)c(OC)c3)c1=S)C(C)(C)N2,-5,?,-2%,?,2%,2.5µM*,-6%
COc1ccccc1-n1c(=S)[nH]c2c(sc(=S)n2-c2ccccc2)c1=O,58,-20%,2%,-4%,-24%,?,?
CCN1CCN(C(=O)C2CCN(S(=O)(=O)c3ccc4c(c3)NC(=O)C(C)S4)CC2)CC1 (stereo not drawn),-24,6%,1%,3%,65%[activator],5%,2%
N#Cc1ccc(OCC(O)CN2CCN(c3ncc(C(F)(F)F)cc3Cl)CC2)cc1 (stereo not drawn),-72*,-2%,-6%,-3%,88%[activator],?,0%
COc1ccc(NC(=O)CSc2nnc(Cn3c(=O)sc4ccccc43)n2C)cc1,10,-4%,2%,0%,-5%,4%,-10%
Cc1cc(Cl)ccc1OCC(=O)NC(=S)Nc1ccccc1N1CCOCC1,63,-17%,1%,-5%,-21%,2%,-4%
Cn1c(NCCCN2CCOCC2)nc2c1c(=O)n(Cc1ccc(Cl)cc1Cl)c(=O)n2C,?,-1%,3%,-14%,156%[activator],11µM*,-12%
Cc1c(Cl)cnc(NC(=O)COC(=O)c2cccc(S(=O)(=O)N3CCc4ccccc4C3)c2)c1Cl,5,13%,-1%,6%,-27%,13%,5%
SMILES,HCMV antiviral,AMA1-RON2 inh,LmPK inh,AmpC detergent,AmpC no deterg,HCV inh,TbPYK inhibitor
CC(=O)Nc1ccc(NC(=O)[C@@H](NC(=O)c2cccc(C)c2)C(C)C)cc1,44,0%,-8%,-4%,-9%,28%,0%
COc1cc(S(=O)(=O)N2CCC(c3nc4ccccc4s3)CC2)ccc1S(=O)(=O)NC1CCCC1,19,-3%,2%,-8%,-15%,?,-11%
Cc1cc([N+](=O)[O-])nn1CCC(=O)Nc1nccs1,?,-12%,-2%,5%,-5%,6%,4%
COc1cccc(NC(=O)Cn2c(SCC(=O)N3CCOCC3)nc3ccccc32)c1,30,2%,-3%,1%,0%,-1%,-14%
COc1cc2c(cc1OC)-c1nnc(-c3cccs3)n1C(C)(C)C2,-24,18%,·,·,·,-2%,-1%
CCOC(=O)C(NC(=O)c1ccccc1)=C1C=C(C)OC(C)=C1,5,2%,3%,-18%,-13%,-8%,-14%
O=C(NC1CCCCC1)C1c2ccccc2OCC(=O)N1Cc1ccco1 (stereo not drawn),9,40%[activator],·,·,·,·,5%
Cc1ccc(-c2csc(N3CCN(c4ccc5nc(-c6ccncc6)n(CCN6CCCCC6)c5c4)CC3)n2)cc1,·,-10%,0%,8%,144%[activator],?,-3%
CCOC(=O)C1(S(=O)(=O)c2ccc(Cl)cc2)CCN(Cc2ccccc2)CC1,-99*,-10%,6%,2%,3%,2%,-4%
N#CCc1ccc(Oc2ncccn2)cc1,-23,15%,3%,-8%,5%,15%,-21%
CCc1ccccc1NC(=O)CN1C(=O)COc2ccc(S(=O)(=O)N3CCCCCC3)cc21,-2,·,·,17%,·,·,14%
O=S(=O)(NC1CCCCC1NCc1ccco1)c1ccc(Cl)cc1 (stereo not drawn),-18,-1%,-1%,-7%,-28%,3%,-1%
Cc1oc(C)c2c(=O)cc(-c3ccc4c(c3)OCO4)cc(OC(=O)c3ccc(Cl)cc3)c12,8,·,·,2%,·,·,-17%
CCOc1ccc(CCNC(=O)Cc2ccc(NC(=O)C3=C(C)OCCS3)cc2)cc1,0,-1%,-10%,-6%,-3%,-9%,-1%
